BCR signal inh – chronic active BCR signaling inhibition; Potency, µM (series often up to 46.1 µM), inactives show at the top dose ratio change, negative = lower green/red ratio, actives largely listed as inhibitors; ABC-DLBCL IkBa-CBG/CBR reporter, luminescence ratio, 4 h; actives 0.05% (n = 340,000); active means well fitted inhibition curve with a large enough effect in the signal ratio, with a control signal flat, not every such curve was filed as active; inconclusive means small, poorly fitted or top-dose-only effect, or effect the other way, or a change in a side signal; the % refers to the signal ratio;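 further: potency means the concentration at half of the fitted maximal effect; plate controls were basal doxycycline-induced cells for no effect and cells given 10 µM MG132 for full effect; MG132 reads +100%, hits lower the ratio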
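TMD8 ABC-DLBCL cells carrying doxycycline-inducible green luciferase fused to IkappaBalpha plus unfused red luciferase were exposed to compounds (up to 46 uM) for 4 hrs at 37C. Activity came from the overlap-corrected green/red luminescence ratio.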
A-T KAP1 phos – potential ataxia-telangiectasia treatment | AID 485349 | actives 0.19% (n = 320,000) | […] A-T fibroblasts, KAP-1 phosphorylation AlphaLISA; neocarzinostatin DNA damage 30 min before lysis | Potency, µM (series often up to 57.5 µM), for the others: at the top dose activation, most hits filed as activators; further: potency means the concentration at half of the fitted maximal effect; % of control where 0% means no effect; nearly all actives have a fitted effect of over 45% in size
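ATM-like activity read as KAP-1 phosphorylation via AlphaLISA donor/acceptor antibody pairs after lysis and 6 hr at 25C. Cells were ATM-null patient fibroblasts ([…], hTERT), dosed 60 min, then exposed to the DSB inducer NCS for 30 min.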
TSHR antagonist – human thyrotropin receptor antagonism | TSHR-expressing cells, TSH-stimulated cAMP HTRF, 2 h; hits give low values | actives 0.2% (n = 330,000) | AID 504810 | activity change, negative = inhibition, % at 11.5 µM | P16473;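 active means activity change below a set negative limit, meaning inhibition stronger than a set level, cut at about -70% in these data; inconclusive means activity change between two set negative limits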; further: on the % scale 0 is the no-effect control and ±100 the full control effect
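TSHR-expressing cells were treated with compounds, then stimulated with TSH at EC80 (4nM final) for 2 hours at 37 deg C. Cellular cAMP was measured by HTRF competition between lysate cAMP and cAMP-d2 for a cryptate-labelled anti-cAMP antibody.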
FBPA coupling cs – coupling enzyme interference in Giardia aldolase counter-screen; activity change, negative = inhibition, % at 58.2 µM, hits read low; actives 0.67% (n = 290,000); coupling enzyme system counterscreen, AmpLite Red fluorescence; in the data active means activity change below about -30%; further: on the % scale 0 is the no-effect control and ±100 the full control effect
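Counterscreen lacking aldolase: glyceraldehyde-3-phosphate coupling-enzyme reagent preincubated 10 min at RT with compound (at 57.5 uM final), then substrate/coupling system with AmpLite Red added; fluorescence read at 525/598 nm after 20 min RT.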
MLL CXXC-DNA inh – MLL CXXC-DNA interaction inhibition; Q03164; MLL-CXXC / FITC-HOXA9 DNA fluorescence polarization; Potency, µM (doses to about 115 µM), inactives show at the top dose activity change, negative = inhibition, actives largely listed as inhibitors; actives 0.037% (n = 290,000); AID 2662; active means well fitted inhibition curve with a large enough effect in the polarisation, with a control signal flat, not every such curve was filed as active; inconclusive means small, poorly fitted or top-dose-only effect, or effect the other way, or a change in a side signal; inactive means no such curve, though single readings can be large or run the other way; the % refers to the polarisation; further: potency means the concentration at half of the fitted maximal effect
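Fluorescence polarization: 7 uM MLL-CXXC (stock) preincubated 5 min with compounds, then 50 nM fluorescein-HOX-A9 DNA (stock) added; 30 min ambient. Buffer 50 mM Tris-HCl pH 7.5, 50 mM NaCl, 1 mM DTT, 0.05% BSA.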
Giardia killer – Giardia lamblia killing; activity change, % at 7.66 µM, hits read low; Giardia lamblia trophozoite viability; actives 0.15% (n = 340,000); AID 540267; in the data active means activity change below about -80%; inconclusive means between about -30% and that limit;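 further: parasites exposed to compound for two days anaerobically before the ATP read; on the % scale 0 is the no-effect control and ±100 the full control effect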
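Anaerobic 48 hrs incubation at 37 deg C of 100 trophozoites/well with test compounds; ATPLite 1-Step luminescence, 15-30 min RT, reports cellular ATP as viability.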
GALK inhibitor – blocks human galactokinase activity. Potency, µM (highest dose often 57.5 µM), for inactives: at the highest dose activity change, negative = inhibition, actives largely listed as inhibitors. AID 1868. actives 0.007% (n = 270,000). P51570. Purified GALK, Kinase-Glo residual ATP luminescence; further: potency means the concentration at half of the fitted maximal effect; on the % scale 0 is the no-effect control and ±100 the full control effect
Target sequence (P51570 whole entry, looked up): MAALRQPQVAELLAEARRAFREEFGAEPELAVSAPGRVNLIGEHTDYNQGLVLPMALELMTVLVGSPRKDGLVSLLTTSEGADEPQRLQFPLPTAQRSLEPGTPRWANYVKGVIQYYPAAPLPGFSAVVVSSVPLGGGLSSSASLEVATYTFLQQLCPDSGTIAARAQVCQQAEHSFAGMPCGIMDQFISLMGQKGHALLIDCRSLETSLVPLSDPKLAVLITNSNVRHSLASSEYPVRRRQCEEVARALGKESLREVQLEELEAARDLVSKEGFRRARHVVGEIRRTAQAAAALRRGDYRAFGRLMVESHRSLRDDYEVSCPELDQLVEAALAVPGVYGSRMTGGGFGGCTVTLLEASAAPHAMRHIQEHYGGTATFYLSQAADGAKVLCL
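Galactose (100 uM) and ATP (35 uM) were turned over by 5 nM GALK for 1 h at RT. Kinase-Glo Plus then converted the remaining ATP into a luminescent signal.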
TCR activator – activates T cell receptor signaling. primary human leukocytes, anti-CD3, IL-2 HTRF, 48 h. Potency, µM (top dose mostly 9.22 µM), without a hit: top-dose activation of IL-2 secretion, usual class: activators. 330,000 tested, under 10 active. AID 504894; further: % of control where 0% means no effect
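TCR engagement came from a-CD3 beads alone, with compounds added to primary human leukocytes for 48 hr. Secreted IL-2 bridged europium cryptate- and d2-labelled anti-IL-2 antibodies, giving FRET emission at 665nm after 320nm excitation.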
KCNH2 WT inh – KCNH2 (human, wildtype) channel inhibition; U2OS, BacMam KCNH2, thallium flux FluxOr; hits give low values; activity change, % at 1.84 µM; actives 0.37% (n = 340,000);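 active means maximum activity change below -70%; inconclusive means maximum activity change between -70% and -50%; inactive means maximum activity change above -50%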; further: on the % scale 0 is the no-effect control and ±100 the full control effect
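U2OS cells transduced with wild-type KCNH2 virus are loaded with FluxOr dye for 45 min, and thallium flux is measured in kinetic reads before and after stimulation buffer. Rate constants are normalized to DMSO controls.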
Tb PFK inh – T. brucei PFK enzyme inhibition | actives 0.17% (n = 330,000) | Potency, µM (series often up to 57.5 µM), inactives show top-dose activity, negative = inhibition, most hits filed as inhibitors | O15648 | AID 485367 | T. brucei PFK, ADP-Glo luminescence;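 further: potency means the concentration at half of the fitted maximal effect; 0% = uninhibited 1x PFK enzyme wells and -100% = no-enzyme wells; nearly all actives have a fitted effect of over 60% in size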
Target sequence (O15648 whole entry, looked up): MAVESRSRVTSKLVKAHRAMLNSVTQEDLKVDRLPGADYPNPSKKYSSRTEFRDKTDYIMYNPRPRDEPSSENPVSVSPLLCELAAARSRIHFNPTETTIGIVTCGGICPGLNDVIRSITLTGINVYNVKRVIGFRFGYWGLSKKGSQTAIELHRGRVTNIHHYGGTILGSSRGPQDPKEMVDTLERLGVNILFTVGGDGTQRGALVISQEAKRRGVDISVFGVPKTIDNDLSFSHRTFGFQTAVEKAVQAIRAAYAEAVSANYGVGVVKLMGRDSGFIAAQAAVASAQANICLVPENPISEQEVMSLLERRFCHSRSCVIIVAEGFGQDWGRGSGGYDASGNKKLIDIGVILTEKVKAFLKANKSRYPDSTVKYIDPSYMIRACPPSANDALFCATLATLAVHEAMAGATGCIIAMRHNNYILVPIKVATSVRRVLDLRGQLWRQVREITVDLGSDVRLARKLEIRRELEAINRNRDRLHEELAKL
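ADP-Glo luminescence quantified ADP after 45 min at room temperature, with 1.25 nM T. brucei PFK, 0.1 mM ATP and 0.5 mM fructose-6-phosphate in pH 8.0 TEA buffer. qHTS titrations up to 57 µM; curves classified by quality.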
* marks the source's active call; other numbers are inactive results; ? = inconclusive; · = no result given; [ ] = remark or other dose. Unless noted, the call rests on the fitted dose curve; in most records, active means well fitted curve in the direction sought with a large enough effect; inconclusive means small, poorly fitted or top-dose-only effect, or another doubt; inactive means no such curve, though single readings can be large; an effect the other way counts as inactive or inconclusive.

SMILES	BCR signal inh	A-T KAP1 phos	TSHR antagonist	FBPA coupling cs	MLL CXXC-DNA inh	Giardia killer	GALK inhibitor	TCR activator	KCNH2 WT inh	Tb PFK inh
COc1ccc2cc(CCNC(=O)C(C)C)c(=O)[nH]c2c1	-5.1%	21.1%	-3.1	-0.2	-9.7%	-1.6	-2.2%	-3.1%	6.4	-0.2%
CC(C)Cc1cc(C(=O)Nc2ccc(Br)cc2)no1	?	5.3%	-20.8	1.8	5.9%	-10.3	2.3%	7.2%	-10.8	-1.4%
CCOc1nc(Nc2cc(Cl)ccc2OC)nc(OCC)n1	-0.5%	-3.9%	-6.2	-1.4	-0.5%	-2.8	-2.6%	0.4%[46.1 µM]	-9.3	2.8%
CCO[C@H]1OC(C(=O)N2CCN(Cc3ccc4c(c3)OCO4)CC2)=C[C@@H](C(C)(C)C)[C@@H]1CCCO	12.5%	3.8%	1.2	1.1	-0.1%	1.2	-2.6%	-0.9%	·	0.1%
CC(=O)c1ccc(NC(=O)C(C)OC(=O)c2ccc(NS(=O)(=O)c3ccc(F)c(F)c3)cc2)cc1 (stereo not given)	?	15.1%	-17.7	6.7	-2.1%	-18.6	0.2%	2.6%[46.1 µM]	3.6	-1.1%
COc1ccc(Cc2nnc(NC(=O)Nc3ccccc3F)s2)cc1	0.1%	-4.3%	-8.2	2.9	10.6%	-24.8	1.1%	-3.5%	-9.1	1.0%
Nc1ccn(CC(=O)N[C@H](CO)Cc2c[nH]c3ccccc23)c(=O)n1	1.7%	1.7%	22.8	·	·	-5.5	·	-4.9%	1.1	1.4%
CC(=O)Nc1ccc(S(=O)(=O)N(Cc2ccccc2)c2ccccc2F)cc1	?	-3.9%	14.7	9.2	-12.8%	-3.9	2.3%	-2.8%	-0.9	-0.3%
Cc1ccc(S(=O)(=O)c2c(C)cc(C)[nH]c2=O)c(C)c1	3.3%	15.9%	-1.9	1.8	-6.1%	18.0	1.8%	-6.6%	3.8	-0.8%
O=C1NC2=C(C(=O)CCC2)C(c2ccc(OC(F)F)cc2)N1 (stereo not given)	10.6%	-0.4%	9.9	5.3	44.4%[activator]	-6.8	-1.0%	-1.8%	-3.8	-0.3%
Cc1cc2c(c(=O)o1)C(c1ccc([N+](=O)[O-])o1)C(C#N)=C(N)O2 (stereo not given)	17.0%	31.6µM*	8.7	-9.3	7.8%	-3.1	-2.6%	-0.5%	14.4	-17.7%
CCCN1CCc2c(sc(NC(=O)c3ccc(S(=O)(=O)N(C)c4ccccc4)cc3)c2C(N)=O)C1	1.2%	-1.1%	4.8	1.4	?	24.6	3.7%	-1.5%	-2.0	-3.6%
CC(C)(CCl)C(=O)Nc1ccc(C(F)(F)F)cc1	?	0.6%	0.7	0.2	0.8%	0.4	-1.8%	-0.5%	-2.8	-0.4%
Cc1cc(OCc2n[nH]c(=S)n2-c2ccccc2)ccc1Cl	-6.5%	8.2%	4.7	3.7	-8.2%	1.9	2.1%	-0.4%	-4.6	-3.8%
Clc1ccc2nc(-c3ccccc3)cn2c1	?	-2.9%	-9.0	-12.0	8.1%	?	8.6%	3.5%	-19.0	-10.7%
COc1ccc(-c2csc(NC(=O)CN3C(=O)C4CCCCC4C3=O)n2)c(OC)c1 (stereo not given)	10.1%	-3.5%	5.9	·	·	59.6[activator]	·	·	-4.0	-0.1%
Fc1ccccc1NC(=S)Nc1ccc(Br)cc1	10.4%	13.7%	10.7	6.9	6.0%	-0.2	-0.2%	-9.2%[46.1 µM]	3.7	-4.9%
CC(NC(=O)COC(=O)c1ccccc1O)C1CC2CCC1C2 (stereo not given)	?	1.2%	·	·	·	-18.9	·	1.4%	4.5	0.1%
O=S(=O)(c1ccc(SCc2ccccc2F)nc1)N1CCCC1	3.4%	33.3%	?	·	·	2.4	·	9.0%	4.4	-0.8%
O=C(N/N=C/c1ccccc1O)C1CC(=O)N(c2ccc(Cl)cc2)C1 (stereo not given)	?	-4.5%	34.3	1.0	2.4%	-29.0	6.3%	-1.6%	13.2	-0.7%

Profiles, quoted from the list. Screens in order: BCR signal inh | A-T KAP1 phos | TSHR antagonist | FBPA coupling cs | MLL CXXC-DNA inh | Giardia killer | GALK inhibitor | TCR activator | KCNH2 WT inh | Tb PFK inh
CC(NC(=O)COC(=O)c1ccccc1O)C1CC2CCC1C2 (stereo not given) in the list: ? | 1.2% | · | · | · | -18.9 | · | 1.4% | 4.5 | 0.1%
COc1ccc(-c2csc(NC(=O)CN3C(=O)C4CCCCC4C3=O)n2)c(OC)c1 (stereo not given) in the list: 10.1% | -3.5% | 5.9 | · | · | 59.6[activator] | · | · | -4.0 | -0.1%
CC(C)Cc1cc(C(=O)Nc2ccc(Br)cc2)no1 in the list: ? | 5.3% | -20.8 | 1.8 | 5.9% | -10.3 | 2.3% | 7.2% | -10.8 | -1.4%
Nc1ccn(CC(=O)N[C@H](CO)Cc2c[nH]c3ccccc23)c(=O)n1 in the list: 1.7% | 1.7% | 22.8 | · | · | -5.5 | · | -4.9% | 1.1 | 1.4%
Cc1cc2c(c(=O)o1)C(c1ccc([N+](=O)[O-])o1)C(C#N)=C(N)O2 (stereo not given) in the list: 17.0% | 31.6µM* | 8.7 | -9.3 | 7.8% | -3.1 | -2.6% | -0.5% | 14.4 | -17.7%

Next section
SMILES	BCR signal inh	A-T KAP1 phos	TSHR antagonist	FBPA coupling cs	MLL CXXC-DNA inh	Giardia killer	GALK inhibitor	TCR activator	KCNH2 WT inh	Tb PFK inh
CN1CCN(S(=O)(=O)c2cccc(C(=O)Nc3sccc3C(N)=O)c2)CC1	-5.9%	-12.8%	6.3	·	·	-12.6	·	2.6%	38.2	-5.8%
CCN(CC)CCn1c2c(c(SCC(=O)Nc3cccc4ccccc34)nc1=O)CCC2	-5.8%	-3.5%	12.5	·	·	-10.5	·	1.5%	4.2	0.0%
COc1ccc(OC)c(NC(=O)COC(=O)CCCN2C(=O)c3ccccc3C2=O)c1	19.9%	2.6%	-18.1	-2.7	8.4%	-3.5	1.8%	1.8%[46.1 µM]	-1.7	2.3%
CCCN(CC(=O)Nc1ccccc1OC)C(=O)c1cc2ccccc2o1	-8.6%	3.0%	-1.6	0.0	4.9%	-6.6	0.7%	7.6%	-0.1	-3.1%
Cc1cc(C)c(C(=O)Cn2nc(C)c([N+](=O)[O-])c2C)cc1C	0.3%	0.0%	-2.7	2.3	8.0%	4.2	-2.4%	10.3%	24.8	1.0%
C[C@@H](CSc1ccccc1)CN1CC[C@H](NC(=O)OCc2ccccc2)CCC1=O	8.0%	1.4%	20.6	1.3	3.5%	8.3	·	12.1%	-0.2	4.3%
Cc1ccc(NC(=O)c2ccc(C)cc2)cc1	-9.8%	10.5%	-8.1	·	·	?	·	3.3%	-3.6	-12.6%
CC(=O)N1C(C)(C)CC(=NOS(=O)(=O)c2ccccc2)CC1(C)C	0.5%	4.0%	0.1	2.5	-2.0%	6.7	0.5%	0.1%	1.0	-1.8%
CCC(C)N(C(=O)c1csnn1)C(C(=O)NC1CCCC1)c1c(F)cccc1Cl (stereo not given)	2.9%	2.5%	3.6	-0.4	24.1%	3.2	-1.4%	3.8%	-3.5	1.0%
O=C(O)CN1C(=O)c2ccc(C(=O)c3ccccc3)cc2C1=O	?	-3.3%	-1.5	9.6	-0.3%	-25.2	0.4%	-1.8%	·	5.9%
O=C(COC(=O)c1ccc(F)cc1)NCCc1ccc(F)cc1	0.7%	4.0%	9.2	-4.5	7.1%	8.1	11.2%	-4.1%	-20.2	-6.3%
COc1ccc(Br)cc1Cn1nnc(C(=O)Nc2ccc3c(c2)OCCO3)c1N	?	10.6%	-12.9	·	-3.2%	12.1	-1.8%	7.1%	-14.9	-2.6%
O=c1cc(CN2CCOCC2)c2cc(Cl)ccc2o1	-2.0%	-6.4%	-0.5	1.3	-7.4%	-3.3	·	12.4%	29.5	3.2%
Cc1cc(S(=O)(=O)NCCCn2ccnc2)c(C)cc1Cl	5.5%	-1.7%	-6.3	13.5	-5.1%	-2.9	2.6%	4.4%	-14.1	-1.5%
COc1ccc(CCn2c(=O)[nH]c3cc(C(=O)NCCN4CCOCC4)ccc3c2=O)cc1OC	?	2.9%	16.5	-0.5	4.1%	10.8	-2.7%	10.5%	5.1	0.3%
CCCCCCn1cc(C(=O)O)c(=O)c2ccccc21	1.7%	-2.4%	-4.7	-0.7	6.7%	-1.3	2.4%	-8.0%	-0.4	-3.6%

Three entries out of the list above, sorted by their value in TCR activator, descending:
| structure | TCR activator |
| --- | --- |
| C[C@@H](CSc1ccccc1)CN1CC[C@H](NC(=O)OCc2ccccc2)CCC1=O | 12.1% |
| Cc1cc(C)c(C(=O)Cn2nc(C)c([N+](=O)[O-])c2C)cc1C | 10.3% |
| O=C(O)CN1C(=O)c2ccc(C(=O)c3ccccc3)cc2C1=O | -1.8% |
